Kir21 inh = Kir2.1 (mouse) channel inhibition; B-score at 10 µM; 0.85% of 310,000 active; AID 1672; P35561; HEK293-Kir2.1, FluxOR thallium flux fluorescence; active compounds read low;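 active = fluorescence ratio B-score at or below minus 3 SD of library scores, with starting-brightness B-score within 2 SD, cut at about -4.2 in these data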;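 also: channel flux triggered by added potassium and thallium sulfate stimulus; B-score of peak minus minimum fluorescence over baseline after thallium stimulus; more negative B-score means stronger Kir2.1 block with less thallium influx; some compounds called inactive have numbers as strong as hits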
Target sequence (P35561 whole entry, looked up): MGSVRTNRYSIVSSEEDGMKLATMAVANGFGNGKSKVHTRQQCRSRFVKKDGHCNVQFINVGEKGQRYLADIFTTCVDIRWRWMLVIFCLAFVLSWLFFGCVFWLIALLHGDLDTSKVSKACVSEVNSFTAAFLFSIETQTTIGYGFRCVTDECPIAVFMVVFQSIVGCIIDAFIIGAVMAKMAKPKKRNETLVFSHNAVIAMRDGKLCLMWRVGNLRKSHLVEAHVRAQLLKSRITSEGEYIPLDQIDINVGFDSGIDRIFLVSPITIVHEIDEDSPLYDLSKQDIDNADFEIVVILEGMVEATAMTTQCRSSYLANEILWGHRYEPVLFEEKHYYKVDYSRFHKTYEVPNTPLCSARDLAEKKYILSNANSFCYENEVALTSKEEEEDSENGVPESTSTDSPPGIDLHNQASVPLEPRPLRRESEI
KCNQ2 block = KCNQ2 channel blockers in CHO-K1 cells – cell-based, FluxOR thallium flux, B-score, primary screen (AID 2156). O88943. 1.1% of 310,000 active. 20 min; active compounds read low. B-score at 10 µM;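 active = fluorescence ratio B-score at most minus 3 library SDs, with starting brightness B-score within 2 library SDs, cut at about -5.5 in these data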
* = called active by the depositor; i = inactive.

Values in the order – Kir21 inh	KCNQ2 block
- CC(=O)c1cccc(NC(=O)COC(=O)COc2ccc(Cl)cc2)c1
    -1.1	i
- CCN1CCOC(CC(=O)Nc2cccc([N+](=O)[O-])c2)C1=O (stereo unspecified)
    0.15	i
- Oc1ccc(-c2cn3ccccc3n2)cc1O
    0.6	i
- O=C(COC(=O)c1cc([N+](=O)[O-])ccc1NCCO)c1ccc(Cl)cc1
    -1.3	i
- Cc1cccc(Nc2nnc(-c3ccc(N4CCOCC4)c([N+](=O)[O-])c3)c3ccccc23)c1
    0.03	i
- COc1ccc(/C=N/NC(=O)CCn2cnc3ccccc32)cc1
    -0.53	i
- CCc1ccccc1NC(=O)NNS(=O)(=O)c1cc(C)ccc1C
    0.03	i
- CCOC(=O)N1CCN(C(=S)NC(=O)C23CC4CC(CC(C4)C2)C3)CC1
    -0.28	i
- C=CCNC(=S)Nc1cccc([N+](=O)[O-])c1
    -0.34	i
- CCc1ccccc1NC(=O)C/C(C)=N/NC(=O)COc1ccccc1C
    -0.83	i
- O=C(O)c1c2c(nc3ccccc13)/C(=C/c1c(F)cccc1F)CCC2
    -0.6	i
- CCCN1CCC(=O)N([C@H](CO)c2ccccc2)CC1
    -0.21	i
- O=C(NCc1ccco1)c1cc(-c2cccs2)on1
    -0.03	i
- CC(C(=O)N1CCN(C(=O)c2ccco2)CC1)n1sc2ccccc2c1=O (stereo unspecified)
    1.1	i
- CCc1ccc(NC(=O)N(CCOC)C2CCN(C(C)=O)CC2)cc1
    0.59	i
- CC(C)(C)OC(=O)[C@H](Cc1ccccc1)NC(=O)c1nc[nH]c1C(=O)N[C@@H](Cc1ccccc1)C(=O)OC(C)(C)C
    -0.08	i
- CCN(CC(=O)NCc1cccs1)C(=O)c1ccc(S(=O)(=O)Nc2ccccc2)cc1
    0.09	i
- CC(=O)/C=C/c1ccc(C)o1
    0.52	i
- C/C(=N\N(c1ccccc1)c1ccccc1)c1ccc(N)cc1
    -0.29	i
- NC(=O)c1ccsc1NC(=O)Cc1ccc([N+](=O)[O-])cc1
    1.5	i
- C[C@@H](C(O)c1ccccc1)N(C)C(=O)CCc1ccccc1 (stereo partly specified)
    -1.4	i
- CCOc1cc(CN2CCN(CCOCCO)CC2)ccc1OC
    -1.1	i
- C/C(=C\C(=O)c1sccc1Cl)N(C)C
    1.3	i
- O=C(c1ccc(=O)[nH]c1)N(Cc1cccs1)C1(C(=O)NC2CCCC2)CCCCC1
    -1.2	i
- COc1cc(N=C2C(=O)N3c4c(cccc42)C(C)=CC3(C)C)cc(OC)c1
    1.5	i
- FC(F)(F)c1cccc(NC(=S)NCc2ccccc2)c1
    -1.3	i
- O=C(COc1ccc(F)cc1)Nc1ccc(S(=O)(=O)Nc2ncccn2)cc1
    -1.9	i
- COc1ccc(OCC(=O)N/N=C(\C)CC(=O)Nc2ccc(NC(C)=O)cc2)cc1
    -0.97	i
- O=C(NCC1CCCO1)C1CCN(C2CCN(Cc3cccs3)CC2)CC1 (stereo unspecified)
    0.49	i
- O=C(c1cccc(S(=O)(=O)N2CCOCC2)c1)N1CCOCC1
    -1.1	i
- O=C(CCCCCNC(=O)N1CCn2c1nc1ccccc12)NCCc1ccccc1
    -0.57	i
- O=C1C(Cc2cccc([N+](=O)[O-])c2)S/C(=N/N=C/c2ccco2)N1c1ccccc1 (stereo unspecified)
    -0.89	i
- CCOC(=O)N1CCN(c2nc(C)c3c(n2)CCCC3=O)CC1
    0.35	i
- NC(=O)N/N=C/c1c(F)cccc1F
    0.37	i
- O=S(=O)(NCc1csc(-c2cccs2)n1)c1cccc(C(F)(F)F)c1
    -11*	i
- O=S(=O)(c1ccccc1)[C@@]1(c2ccccc2)C[C@@H]2ON=C(c3cccc(Br)c3)[C@@H]2C1
    -0.59	i
- Cc1cc(C)c(S(=O)(=O)Nc2ccnc(-c3cccnc3)n2)c(C)c1
    1.3	i
- O=[N+]([O-])c1cc(S(=O)(=O)Nc2ccccc2)ccc1N1CCN(c2ccccc2)CC1
    1.1	i
- CCc1ccc(CN2CCN(C(=O)c3ccco3)CC2)cc1
    0.24	i
- CCOc1cccc(CNc2ccc(O)cc2)c1OCc1ccc(Cl)cc1Cl
    -0.05	i

A few values from the entries so far.
NC(=O)N/N=C/c1c(F)cccc1F @ Kir21 inh: 0.37
Cc1cc(C)c(S(=O)(=O)Nc2ccnc(-c3cccnc3)n2)c(C)c1 @ Kir21 inh: 1.3

Next section.
Values in the order – Kir21 inh	KCNQ2 block
- CCOCCc1nnc(NC(=O)c2cccs2)s1
    0.78	i
- O=C(CNC(=O)c1nc[nH]c1C(=O)N1CCN(c2ccccc2)CC1)OCc1ccccc1
    -0.26	i
- CCS(=O)(=O)C1=NN2C(=N)/C(=C\c3ccc(OC(=O)c4ccco4)c(OC)c3)C(=O)N=C2S1
    -0.84	i
- CCN(CC)C(CNS(=O)(=O)c1ccc(Cl)cc1)c1ccccc1 (stereo unspecified)
    -1.1	i
- C=CCOC(=O)C1=C(C)NC(C)=C(C(=O)OCC=C)C1/C=C/c1ccccc1
    0.6	i
- O=C(COC(=O)C(c1ccccc1)c1ccccc1)NCc1ccco1
    -0.84	i
- CCCc1c(C(=O)Nc2ccc(F)cc2)cnn1-c1ccccc1
    0.25	i
- COc1ccc(C2=NN(C(=O)CSC3=NN4CCCC(=O)N=C4S3)C(c3cccc(OC)c3OC)C2)cc1 (stereo unspecified)
    -1.3	i
- CC(C)(C)Cc1nnc(NS(C)(=O)=O)s1
    -0.74	i
- C#CCOCCOCCOCCNc1nc(N2CCN(C(=O)[C@H](Cc3cc4ccccc4[nH]3)n3cc(C(N)CC(C)C)nn3)CC2)nc(N2CCN(C(=O)[C@H](CCC(=O)O)n3cc(C(N)[C@H](C)CC)nn3)CC2)n1 (stereo partly specified)
    -0.08	i
- Cc1c(-c2ccccc2)nc(N)c(C#N)c1-c1cccnc1
    1.1	i
- CCCN(CCC)C(=O)c1cc2c(=O)n3cccc(C)c3nc2s1
    0.64	i
- COc1ccc(N2C(=O)CSC23C(=O)N2c4c(cccc43)C(C)=CC2(C)C)cc1 (stereo unspecified)
    1.2	-6.2*
- Cc1ccc2nc3c(c(C(=O)OCC(=O)N(C)C4CCS(=O)(=O)C4)c2c1)CCCC3 (stereo unspecified)
    0.17	i
- CN1C(C(=O)c2ccccc2)=C(N)c2ccccc2S1(=O)=O
    0.96	i
- Fc1cc2[nH]cnc2cc1Cl
    -0.01	i
- CSCC[C@H](NS(=O)(=O)c1ccc(C(C)=O)cc1)c1nnc2ccccn12
    -0.07	i
- COCc1nnc(NC(=O)c2ccc(Cl)cc2[N+](=O)[O-])s1
    -1.5	i
- Cn1cc(CN2CCC(C(=O)Nc3ccc(Oc4ccccc4F)cc3)CC2)cn1
    -1.5	i
- Cc1ccc(/C=N/Nc2cc(C)nc(NCc3ccccc3)n2)cc1
    -0.3	i
- CC(=O)c1cc2c(cc1NC(=O)CCn1cccc1)OCO2
    1.5	i
- Cc1c([N+](=O)[O-])cc(S(=O)(=O)Nc2ccncc2)cc1[N+](=O)[O-]
    0	i
- COc1ccc(Nc2nc(N)nc(CSc3nccc(C)n3)n2)cc1
    -2.3	i
- COc1ccc(OC)c(/C=c2\sc3nc(-c4cccs4)nn3c2=O)c1
    0.23	i
- CCCC(=O)Nc1ccc2oc(-c3cccnc3)nc2c1
    0.97	i
- COc1ccccc1C(=O)N/C(=C\c1cn(S(=O)(=O)N(C)C)c2ccccc12)C(=O)NCCN1CCOCC1
    -0.88	i
- CSC1=C(C#N)C(C)CC(=O)N1 (stereo unspecified)
    0.92	i
- O=C(CSc1nc2ccccc2nc1N1CCCC1)Nc1ccc(Cl)cc1
    0.29	i
- Cc1ccc(-c2ccc(C(=O)O)[nH]2)cc1
    -0.16	i
- O=C(Nc1ccccc1C(F)(F)F)N1CCCC(O)C1 (stereo unspecified)
    -0.48	i
- C=CCn1c(=N)c(C#N)cc2c(=O)n3ccccc3nc21
    0.08	i
- Cc1ccc(N(C(=O)c2csnn2)C(C(=O)NC(C)(C)C)c2cccs2)cc1 (stereo unspecified)
    1.3	i
- Cc1ccc(C(=O)Nc2nc3ccccc3[nH]2)cc1
    0.88	i
- CCc1cc(=O)oc2c3c(cc(OCC(=O)NCCCn4ccnc4)c12)OC(C)(C)CC3
    -0.04	i
- CC(C)CN(C(=O)c1cc([N+](=O)[O-])cc([N+](=O)[O-])c1)C1CCS(=O)(=O)C1 (stereo unspecified)
    0.26	i
- CCOc1ccccc1NC(=O)CCCNC(=O)Cn1cnc2sc(C)c(C)c2c1=O
    -1.4	i
- CCCCCCCc1nc2sc3c(c2c(=O)n1N)CC(C)(C)OC3
    0.79	i
- O=CN1CCN(C(=O)c2cccc([N+](=O)[O-])c2)CC1
    1.6	i
- COc1ccc(OC)c(N(CC(=O)NCCc2ccc(OC)c(OC)c2)S(=O)(=O)c2ccccc2)c1
    -1.6	i
- COc1cccc(-c2noc(-c3cccnc3)n2)c1
    -6	i

Seven entries picked at random from the list so far, as already listed:
Values in the order – Kir21 inh	KCNQ2 block
- CCOc1ccccc1NC(=O)CCCNC(=O)Cn1cnc2sc(C)c(C)c2c1=O
    -1.4	i
- CCCCCCCc1nc2sc3c(c2c(=O)n1N)CC(C)(C)OC3
    0.79	i
- Cc1ccc(N(C(=O)c2csnn2)C(C(=O)NC(C)(C)C)c2cccs2)cc1 (stereo unspecified)
    1.3	i
- CC(C)CN(C(=O)c1cc([N+](=O)[O-])cc([N+](=O)[O-])c1)C1CCS(=O)(=O)C1 (stereo unspecified)
    0.26	i
- COc1ccc(OC)c(N(CC(=O)NCCc2ccc(OC)c(OC)c2)S(=O)(=O)c2ccccc2)c1
    -1.6	i
- C=CCn1c(=N)c(C#N)cc2c(=O)n3ccccc3nc21
    0.08	i
- CCc1cc(=O)oc2c3c(cc(OCC(=O)NCCCn4ccnc4)c12)OC(C)(C)CC3
    -0.04	i

Going on with the list.
Values in the order – Kir21 inh	KCNQ2 block
- COc1ccc2nc(Cl)c(C#N)cc2c1
    -1.6	i
- CCOC(=O)Cc1csc(N/N=C/c2cccc([N+](=O)[O-])c2)n1
    -0.68	i
- CC(Oc1cccc2ccccc12)C(=O)N/N=C/c1cccnc1 (stereo unspecified)
    0.01	i
- CCOc1ccc(NC(=O)c2ccc(C#CC(C)(C)O)cc2)cc1
    -0.58	i
- CCOC(=O)C1CCCN(C(=O)c2cc(S(=O)(=O)N3CCCCC3)ccc2Cl)C1 (stereo unspecified)
    -1.6	i
- CCOc1ccccc1CNn1nnnc1N
    -1.2	i
- COc1ccc(NC(=O)c2cccc(OS(=O)(=O)N(C)C)c2)cc1
    0.19	i
- Cc1cc(C)n2nnnc2c1C#N
    -1.9	i
- N#Cc1ccc(-c2cccnc2)nc1SCc1ccc(Cl)cc1Cl
    0.54	i
- CCOC(=O)C(NC(=O)CC(C)C)(Nc1sc2c(c1C(N)=O)CCCC2)C(F)(F)F (stereo unspecified)
    -1.2	i
- C=CCn1c(=O)c2c(C)c(C)sc2n2c(Nc3ccc(OC)cc3)nnc12
    0.01	i
- CCOC(=O)Nc1ccc2c(c1)N(C(=O)CN1CCN3CCCC3C1)c1ccccc1CC2 (stereo unspecified)
    -0.16	i
- O=C(NC(=S)Nc1ccc(Br)cc1)C1CCC1
    0.61	i
- COc1ccc(C(OC(=O)c2ccco2)C(=O)NC(C)(C)C)cc1 (stereo unspecified)
    -1.5	i
- Cc1c(C(C)(C)O)[nH]c2ccc(C#N)cc12
    1.9	i
- CCOC(=O)c1cc(Br)c(=O)n2ccccc12
    -0.2	i
- COc1ccc2nc(NC(=O)c3ccc(Br)s3)sc2c1
    0.47	i
- CCc1c(C)sc(NC(=O)c2cc(C(C)C)on2)c1C#N
    2.2	i
- O=C(N/C(=C/c1cccs1)C(=O)N1CCOCC1)c1cccs1
    -0.52	i
- CC1=C(C(=O)Nc2ccccc2F)C(c2cccs2)C2=C(CCCC2=O)N1 (stereo unspecified)
    0.13	i
- COc1cc(CO)ccc1OCc1nnnn1-c1ccc(C)cc1
    0.34	i
- O=c1oc2ccc3ccccc3c2cc1-c1nnc(-c2ccccc2)o1
    -0.36	i
- CCN(CC)c1ccc(NC(=S)NCC2CCCO2)cc1 (stereo unspecified)
    -0.41	i
- O=C(Cc1ccccc1F)Nc1ccc(S(=O)(=O)N2CCCCC2)cc1
    -0.99	i
- CCc1cccc(NC(=O)c2ccc3c(=O)n4c(nc3c2)CCCCC4)c1
    1.3	i
- CS(=O)(=O)N1CCN(C(=O)CCC2CCCC2)CC1
    -0.1	i
- CCCNc1nc2c(c(=O)[nH]c(=O)n2C)n1Cc1ccc(F)cc1
    -0.87	i
- Cn1c(SCC(=O)NCc2cccs2)nnc1-c1ccco1
    -0.12	i
- COc1cc(/C=C/C(=O)OCN2C(=O)c3ccccc3C2=O)ccc1OC(F)F
    2.4	i
- Cc1c(C(=O)OCC(C)C)[nH]c2c1C(=O)CC(c1cccs1)C2 (stereo unspecified)
    -2.3	i
- C/C=C/c1ccc(OCCOc2ccc(C=O)cc2OC)c(OC)c1
    1.3	i
- COc1nc(/C(N)=N/O)nc(N2CCCCC2)n1
    0.7	i
- O=C(O)CCN1C(=O)c2ccc(NC(=O)Cc3ccc(Cl)cc3)cc2C1=O
    0	i
- Cc1c(C)n(CC(O)CN2CCCCC2)c2ccccc12 (stereo unspecified)
    1.2	i
- COc1ccccc1-n1cnc2c(c1=O)c1nc3ccccc3nc1n2CCc1ccccc1
    0.44	i
- CC(=O)Nc1cccc(NC(=O)Cc2nc(-c3ccccc3)sc2-c2ccc(C)cc2)c1
    0.14	i
- Cn1cc(S(=O)(=O)NCc2ccco2)c(=O)n(C)c1=O
    1.3	i
- O=C(COC(=O)c1ccc(NC(=O)C2CC=CCC2C(=O)O)cc1)c1ccccc1 (stereo unspecified)
    0.11	i
- c1ccc(N=C(c2cccs2)N2CCOCC2)cc1
    -2.5	i
- c1ccc(-c2csc3ncn4cnnc4c23)cc1
    -1.2	i

From PubChem
